Pf gametocyte: kills late stage P. falciparum gametocytes; hit rate 0.065% among 150,000; inhibition, % at 10.9 µM; P. falciparum stage V gametocytes, ATP luminescence, 24 h; AID 743093;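 active = inhibition above the mean plus 3 SD of compounds within the control limits, set per campaign, cut at about 38% in these data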;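 also: 0% = DMSO wells and 100% = medium only without gametocytes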
Numbers without * were called inactive.

COc1ccc(C(=O)NCCN2CCCC2)cc1
  Pf gametocyte: 4
Cn1ccc2cc(-c3ccc4ncnc(NCc5cccs5)c4c3)ccc21
  Pf gametocyte: 14
CC1CCN(c2ccc3c(c2)S(=O)(=O)c2cccc(C(=O)NCc4ccc(F)cc4)c2C3=O)CC1
  Pf gametocyte: -18
COc1ccc(NC(=O)CS(=O)(=O)c2ccccc2)cc1
  Pf gametocyte: 35
O=C(O)c1ccccc1NC(=O)c1cc2ccccc2oc1=O
  Pf gametocyte: -2
CCN(CC)S(=O)(=O)c1cc(C(=O)Nc2cc(C)on2)c(Cl)cc1Cl
  Pf gametocyte: -16
COc1ccc(OC)c(S(=O)(=O)Nc2ccccc2O)c1
  Pf gametocyte: -4
Cc1ccc(NCc2nc3ccccc3n2C)cc1C
  Pf gametocyte: 15
Fc1ccccc1-c1nc(-c2ccncc2)no1
  Pf gametocyte: 2
CC(=O)c1ccc(OCCCCOc2ccc(C(C)=O)cc2)cc1
  Pf gametocyte: 4
CCN1C(=O)[C@H]2[C@@H](c3ccc(-c4ccc(F)cc4)c(OC)c3)N3CCCC[C@@]3(C(=O)OC)[C@H]2C1=O
  Pf gametocyte: 23
NC(=O)c1cc([N+](=O)[O-])ccc1NCc1ccc(O)cc1
  Pf gametocyte: 5
COc1ccc(CN2CCC(=O)N([C@H](CO)c3ccccc3)CC2)cc1
  Pf gametocyte: 6
Cc1nc(SCc2nc3c(C)cccc3[nH]2)c2oc3ccccc3c2n1
  Pf gametocyte: 6
Cc1cccc(NC(=O)c2nc[nH]c2C(=O)NCCN(CCNC(=O)c2[nH]cnc2C(=O)Nc2cccc(C)c2)CCNC(=O)c2[nH]cnc2C(=O)Nc2cccc(C)c2)c1
  Pf gametocyte: 10
CC1CCCN(S(=O)(=O)c2ccc(S(=O)(=O)N3CCCN(Cc4ccccc4)C3)cc2)C1 (stereo unspecified)
  Pf gametocyte: -12
Cc1ccc(O)c(Cn2nnc3ccccc32)c1
  Pf gametocyte: -11
O=C(Cn1ccc(NC(=O)OCc2ccccc2)nc1=O)NCc1ccccn1
  Pf gametocyte: -15
CCC(=O)Nc1ccc(NC(=O)CSc2nnnn2-c2ccc(OC)cc2)cc1
  Pf gametocyte: -6
CC1(C(=O)O)CCC(C(=O)NNC(=O)c2ccccc2Cl)C1(C)C (stereo unspecified)
  Pf gametocyte: -6
COCCNC(=O)c1cc(-c2ccccc2)n(CC2CC(c3ccc(OC)cc3)=NO2)n1 (stereo unspecified)
  Pf gametocyte: 4
O=C(Nc1cc(Cl)ccc1O)C1CC(c2c(F)cccc2Cl)=NO1 (stereo unspecified)
  Pf gametocyte: 20
CCOC(=O)c1cn(CC)c2cc3c(cc2c1=O)OCO3
  Pf gametocyte: -11
C=CCC[C@H](Cc1ccc(F)cc1)C(=O)OC[C@@H]1CCCN1C(=O)[C@@H](CC=C)CC(=O)NCCO
  Pf gametocyte: -17
CCCCOc1ccc(C(=O)N2CCN(c3ncccn3)CC2)cc1
  Pf gametocyte: 22

O=C(Nc1cc([N+](=O)[O-])ccc1O)c1cccc(C(=O)Nc2cc([N+](=O)[O-])ccc2O)c1
  Pf gametocyte: -17
CCc1c(C)nc(N2CCN(c3cccc(OC)c3)CC2)[nH]c1=O
  Pf gametocyte: -4
CC(C)(C)c1ccc(C(=O)NCCCn2ccnc2)cc1
  Pf gametocyte: -2
Cc1cc(C)n(S(=O)(=O)c2cc(C(=O)O)c(Cl)cc2Cl)n1
  Pf gametocyte: 6
CC(C)(C)OC(=O)N1CCC(NC(=O)c2nc[nH]c2C(=O)N2CCN(c3ccccc3)CC2)CC1
  Pf gametocyte: -10
C#CCOCCOCCOCCNc1nc(N2CCOCC2)nc(N2CCN(C(=O)CCCCCCCCCCNC(=O)[C@@H]([C@H](C)O)n3cc(C)nn3)CC2)n1
  Pf gametocyte: -15
CC(C)(C)C1CCC(=O)N(CCOc2ccccc2)CC1 (stereo unspecified)
  Pf gametocyte: 7
CC(C)(C)[C@H]1COC(=O)[C@H](NC(=O)OCC2c3ccccc3-c3ccccc32)C/C=C\C[C@@H](CC(=O)N(CCO)Cc2ccccc2)C(=O)N1
  Pf gametocyte: 2
Clc1ccc(-c2nc(-c3ccncc3)no2)c(Cl)c1
  Pf gametocyte: -13
Oc1ccc(-c2csc(Nc3ccccn3)n2)c(O)c1
  Pf gametocyte: 18
CCS(=O)(=O)c1ncc(CO)n1CCc1ccccc1
  Pf gametocyte: -1
C#CCNC(=O)C1=C[C@@H](c2ccccc2)C[C@@H](OCCCCO)O1
  Pf gametocyte: -9
CCOc1cccc(/C=C(/C#N)c2nc3ccccc3[nH]2)c1OCC(=O)O
  Pf gametocyte: -46
CC1(c2nnc(-c3ccccc3)o2)CC(c2ccccc2)=NO1 (stereo unspecified)
  Pf gametocyte: -37
O=C(O)CC1c2ccccc2CCN1S(=O)(=O)c1ccccc1 (stereo unspecified)
  Pf gametocyte: 0
NC(=O)c1ccccc1NC(=O)CC12CC3CC(CC(C3)C1)C2
  Pf gametocyte: 13
O=S(=O)(Oc1ccccc1)c1cccnc1
  Pf gametocyte: 5
COc1cccc(OC)c1C(=O)Nc1cccc(NC(=O)c2cccs2)c1
  Pf gametocyte: 5
O=C(NC(=S)NCc1ccccc1)c1cccc([N+](=O)[O-])c1
  Pf gametocyte: 1
CCOC(=O)/C=C/c1ccc(C(F)(F)F)cc1S(=O)(=O)NC(C)(C)C
  Pf gametocyte: 1
CS(=O)c1ccccc1-c1nc(-c2ccc([N+](=O)[O-])cc2)no1 (stereo unspecified)
  Pf gametocyte: -3
CC[C@H](C)[C@@H](CN[C@H](C)CNC)NCCC(c1ccccc1)c1ccccc1
  Pf gametocyte: 11
COc1ccccc1OCCNC(=O)c1ccc(C(C)(C)C)cc1
  Pf gametocyte: 2
O=C1/C(=C\c2cccc(O)c2)SC(=S)N1Cc1ccccc1
  Pf gametocyte: -18
Cc1cccnc1Nc1nc(-c2ccccc2)cs1
  Pf gametocyte: 14

O=C(Nc1cccc(Br)c1)C1CCCC1
  Pf gametocyte: 6
CCCCCCCCN1[C@@H](CC(=O)O)c2ccc(C(F)(F)F)cc2S1(=O)=O
  Pf gametocyte: -19
C[C@H](CO)N1C[C@H](C)[C@@H](CN(C)Cc2ccncc2)Oc2c(NS(=O)(=O)c3cn(C)cn3)cccc2C1=O
  Pf gametocyte: 5
Cc1cccc(C(=O)NC2CCN(S(=O)(=O)c3ccc(F)cc3)CC2)c1
  Pf gametocyte: -14
O=C(OCCCc1cc2ccccc2c(=O)o1)c1ccc(C(F)(F)F)cc1
  Pf gametocyte: -25
O=C(O)CSCC(=O)N(c1ccccc1)c1ccccc1
  Pf gametocyte: -4
COCc1ccccc1C1=CC(=O)C[C@H](c2ccc(OC)cc2)C1
  Pf gametocyte: -8
Cn1c(=O)c2c(nc(CN3CCc4ccccc4C3)n2CC(=O)c2ccccc2)n(C)c1=O
  Pf gametocyte: 0
Cc1cc(NC(=O)c2cc3ccccc3o2)ccc1NC(=O)c1ccccc1
  Pf gametocyte: 21
COc1ccc(N2C(=O)CC(N3CCN(c4ccccc4)CC3)C2=O)cc1 (stereo unspecified)
  Pf gametocyte: -5
C=CCOc1ccccc1/C=N/n1nnnc1N
  Pf gametocyte: -6
COc1cc(OC)cc(-c2c(-c3cccs3)c3cc(-c4ccc(CN5CCOCC5)cc4)ccc3n2C)c1
  Pf gametocyte: 12
CNS(=O)(=O)c1ccc(CCC(=O)N2CCOCC2)cc1
  Pf gametocyte: 3
CCOc1ccc2[nH]cc(C(=O)NCc3ccc(F)cc3)c(=O)c2c1
  Pf gametocyte: -23
CC(C)/C=C/C(=O)N1CCCC(N2CCN(c3ccccc3F)CC2)C1 (stereo unspecified)
  Pf gametocyte: 0
CC(C)OCCCNC(=O)COCC(=O)Nc1ccc(OCCc2ccccc2)cc1
  Pf gametocyte: 10
CCN1C(=O)[C@@H]2[C@@H](c3ccc(-c4ccc(OC)cc4)cc3)N3CCCC[C@@]3(C(=O)OC)[C@@H]2C1=O
  Pf gametocyte: -5
CCOC(=O)CN1C(=O)N[C@@H](CCc2ccccc2)C(C(=O)OC)=C1C
  Pf gametocyte: -15
Cc1[nH]n(-c2ccccc2)c(=O)c1N=Nc1ccc(C(N)=O)cc1
  Pf gametocyte: 6
COc1ccc(NC(=S)Nc2ccc(F)cc2)cc1
  Pf gametocyte: -13
Cc1ccc(NC(=O)C2CCN(S(C)(=O)=O)CC2)c(C)c1
  Pf gametocyte: 5
CC(C)CC1Nc2ncnc(N3CCN(c4ccccc4)CC3)c2N(Cc2ccc(Cl)cc2)C1=O (stereo unspecified)
  Pf gametocyte: 14
Cc1ccc(C(=O)NNC(=O)c2cccc(Br)c2)cc1
  Pf gametocyte: 18
Cc1onc(-c2c(Cl)cccc2Cl)c1C(=O)NCc1ccc(S(N)(=O)=O)cc1
  Pf gametocyte: -16
COc1cccc(C(C)NC(=O)c2ccncc2)c1 (stereo unspecified)
  Pf gametocyte: -13

Part of the list above, bar-delimited.
SMILES | Pf gametocyte
CC1CCN(c2ccc3c(c2)S(=O)(=O)c2cccc(C(=O)NCc4ccc(F)cc4)c2C3=O)CC1 | -18
COc1ccc(NC(=O)CS(=O)(=O)c2ccccc2)cc1 | 35
O=C(O)c1ccccc1NC(=O)c1cc2ccccc2oc1=O | -2
CCN(CC)S(=O)(=O)c1cc(C(=O)Nc2cc(C)on2)c(Cl)cc1Cl | -16
COc1ccc(OC)c(S(=O)(=O)Nc2ccccc2O)c1 | -4
Cc1ccc(NCc2nc3ccccc3n2C)cc1C | 15
Fc1ccccc1-c1nc(-c2ccncc2)no1 | 2
CC(=O)c1ccc(OCCCCOc2ccc(C(C)=O)cc2)cc1 | 4
CCN1C(=O)[C@H]2[C@@H](c3ccc(-c4ccc(F)cc4)c(OC)c3)N3CCCC[C@@]3(C(=O)OC)[C@H]2C1=O | 23
NC(=O)c1cc([N+](=O)[O-])ccc1NCc1ccc(O)cc1 | 5
COc1ccc(CN2CCC(=O)N([C@H](CO)c3ccccc3)CC2)cc1 | 6
Cc1nc(SCc2nc3c(C)cccc3[nH]2)c2oc3ccccc3c2n1 | 6
Cc1cccc(NC(=O)c2nc[nH]c2C(=O)NCCN(CCNC(=O)c2[nH]cnc2C(=O)Nc2cccc(C)c2)CCNC(=O)c2[nH]cnc2C(=O)Nc2cccc(C)c2)c1 | 10
CC1CCCN(S(=O)(=O)c2ccc(S(=O)(=O)N3CCCN(Cc4ccccc4)C3)cc2)C1 (stereo unspecified) | -12
Cc1ccc(O)c(Cn2nnc3ccccc32)c1 | -11
O=C(Cn1ccc(NC(=O)OCc2ccccc2)nc1=O)NCc1ccccn1 | -15

New compounds follow:
OCc1nc2c(ccc3ccccc32)[nH]1
  Pf gametocyte: -1
c1ccc2c(c1)CCc1snnc1-2
  Pf gametocyte: 14
N#C/C(=C\c1cn(CC(=O)O)c2ccccc12)C(=O)NCc1ccccc1
  Pf gametocyte: -20
COc1ccc([C@H]2CC(=O)C=C(c3cc(C)ccc3OC)C2)cc1
  Pf gametocyte: 16
Nc1c(Cl)cc(C2=NCCn3c2c2ccccc2[n+]3[O-])cc1Cl
  Pf gametocyte: 5
CN(Cc1ccccc1)S(=O)(=O)c1ccc(NC(=O)c2ccccc2C(=O)O)cc1
  Pf gametocyte: 2
COc1cc(NC(=O)c2cc(-c3ccccc3Cl)on2)cc(OC)c1OC
  Pf gametocyte: -8
O=c1[nH]c(=O)n(-c2cc(Br)c(O)c(Br)c2)cc1Br
  Pf gametocyte: 13
CCCCOc1ccc(N(CC(=O)NCCOC)C(=O)CCC(=O)Nc2ccccn2)cc1
  Pf gametocyte: -7
O=C(CN1CCN(c2ccccn2)CC1)Nc1nc2ccccc2s1
  Pf gametocyte: 1
Cc1[nH]c(=O)c(Cc2ccccc2)c(O)c1C#N
  Pf gametocyte: -11
Cc1cn([C@@H](CCCCN)C(=O)NCCCCCCCCCCC(=O)N2CCNCC2)nn1
  Pf gametocyte: -5
Cc1ccc2nc(Nc3ccccc3)c(C=O)c(=O)n2c1
  Pf gametocyte: 10
COc1ccc(N2CCN(C3CCCN(Cc4cccc(C)c4)C3)CC2)cc1 (stereo unspecified)
  Pf gametocyte: -5
Cc1ccc(OCCCC(=O)NC2CCCCC2)cc1
  Pf gametocyte: -1
CCOc1ccc(N/C=C/C(=O)c2ccc(OC)cc2)cc1
  Pf gametocyte: 3
CCOC1=CC(=O)N(Cc2ccccc2)C1
  Pf gametocyte: -16
COc1ccc([C@H]2CC(=O)C=C(c3ccc(OC)cc3OC)C2)cc1
  Pf gametocyte: 8
Cc1ccc(C(=O)CCC(=O)Nc2cccc(C)c2)cc1
  Pf gametocyte: -9
CC(NC1CCN(Cc2ccccc2)CC1)c1ccc(F)cc1 (stereo unspecified)
  Pf gametocyte: -10
CCCC(=O)NC(=S)Nc1c(C)cc(Br)cc1C
  Pf gametocyte: 0
Cc1ccccc1NC(=O)c1ccc(C)c(S(=O)(=O)N2CCN(C)CC2)c1
  Pf gametocyte: -4
O=S(=O)(N[C@H]1C[C@@H](NS(=O)(=O)OCC(Cl)(Cl)Cl)C2CCCCC21)OCC(Cl)(Cl)Cl (stereo partly specified)
  Pf gametocyte: 17
COc1ccc(NC2CCCN(Cc3cccc4cnccc34)C2)cc1 (stereo unspecified)
  Pf gametocyte: -4
Cc1c(NS(=O)(=O)c2cc([N+](=O)[O-])ccc2Cl)c(=O)n(-c2ccccc2)n1C
  Pf gametocyte: -1

C[C@H](CO)N1C[C@H](C)[C@@H](CN(C)S(=O)(=O)c2cn(C)cn2)Oc2ccc(NC(=O)Nc3ccccc3)cc2C1=O
  Pf gametocyte: 9
O=C(NCc1ccccc1)c1c(O)c2ccccc2[nH]c1=O
  Pf gametocyte: -8
CC(=O)Nc1ccc(NC(=O)CSCc2ccccc2Cl)cc1
  Pf gametocyte: -11
CN(C)C(=O)/C(=C/c1ccc(-c2cccc([N+](=O)[O-])c2)o1)NC(=O)c1ccccc1
  Pf gametocyte: -8
OCC#CCSc1nnc(-c2cccc3ccccc23)o1
  Pf gametocyte: 1
COc1ccc(Cl)cc1C(=O)Nc1cccnc1Cl
  Pf gametocyte: -11
O=C(Nc1ccncc1)c1c(Cl)cccc1Cl
  Pf gametocyte: 2
COc1ccc(CCNC(=O)C2CCN(C(=O)c3ccc(Br)cc3)CC2)cc1OC
  Pf gametocyte: 0

From PubChem

These rows are one share of the data; count on the stated rates, not on these rows.
